Fam108B counter: counter-screen for RBBP9 inhibitors: inhibitors of mouse Fam108B; inhibition, % at 9.51 µM; recombinant Fam108B, FP-Rh probe fluorescence polarization; actives 0.33% (n = 300,000);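 active means inhibition above the screen mean inhibition plus 3 SD, computed separately per campaign, cut at about 18% in these data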;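 further: inhibitors lower polarization as less probe binds the enzyme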
BCLXL inh: Bcl-xL (human) inhibition; Q07817; actives 0.7% (n = 320,000); inhibition, % at 10.9 µM; GST-Bcl-xL / FITC-Bim BH3 peptide fluorescence polarization; AID 2129;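 active means inhibition above the mean of all tested compounds plus 3 SD, cutoff set per campaign, cut at about 30% in these data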;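 further: 0% = DMSO wells and 100% = unlabeled Bim-BH3 peptide competitor; inhibitors lower millipolarization by displacing the labeled peptide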
PAD4 FP inh: PAD4 (human) enzyme inhibition. AID 485272. actives 0.41% (n = 330,000). recombinant PAD4, RCA probe fluorescence polarization. inhibition, % at 6.36 µM. Q9UM07;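 active means percent inhibition above a cutoff equal to the mean of all tested compounds plus 3 SD, cut at about 15% in these data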;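 further: 0% = PAD4 with RCA probe and DMSO and 100% = probe without PAD4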
MEX-5 binding: C. elegans MEX-5 TCR-2 RNA binding activity; MEX-5/FITC-TCR2 RNA binding, fluorescence polarization; hits give low values; activity score (negative = inhibition of binding), % at 10 µM; actives 0.38% (n = 300,000); AID 1832;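 active means inhibition past about -25% in most replicates, and total fluorescence under double the plate's negative control median, limit read from the data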;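 further: 0% = DMSO and -100% = 5 µM competing unlabeled TCR2 RNA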
PME-1 primary: PME-1 (human) inhibition; Q9Y570; recombinant PME-1, FP-Rh probe fluorescence polarization; inhibition, % at 5.9 µM; actives 0.53% (n = 320,000);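 active means inhibition above the campaign mean of all compounds plus 3 SD, cut at about 26% in these data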;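 further: competitive labeling of PME-1 active site by serine hydrolase directed probe; 0% = PME-1 with DMSO and 100% = wells lacking PME-1 enzyme; inhibitors block probe labeling so polarization falls and inhibition rises; many of its hits are not listed in these tables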
Target sequence (Q9Y570 whole entry, looked up): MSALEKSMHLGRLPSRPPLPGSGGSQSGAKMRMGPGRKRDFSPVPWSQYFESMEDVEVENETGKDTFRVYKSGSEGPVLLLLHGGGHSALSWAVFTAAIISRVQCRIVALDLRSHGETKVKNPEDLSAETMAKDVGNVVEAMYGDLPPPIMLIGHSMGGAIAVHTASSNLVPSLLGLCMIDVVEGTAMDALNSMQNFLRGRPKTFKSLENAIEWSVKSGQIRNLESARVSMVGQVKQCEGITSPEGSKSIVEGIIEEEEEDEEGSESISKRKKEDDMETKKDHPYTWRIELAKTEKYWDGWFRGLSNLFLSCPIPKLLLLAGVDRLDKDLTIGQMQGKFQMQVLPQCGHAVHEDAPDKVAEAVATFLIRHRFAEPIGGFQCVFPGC
GLD-1 RNA inh: GLD-1-TGE RNA interaction inhibition (C. elegans) | inhibition, % at 5.96 µM | AID 2280 | Q17339 | actives 0.44% (n = 320,000) | purified GLD-1 + fluorescein TGE RNA, fluorescence polarization;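 active means percent inhibition above a per-plate cutoff, the plate mean of test compounds plus 3 SD, cut at about 30% in these data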;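 further: 0% = DMSO wells with GLD-1 and probe and 100% = wells lacking GLD-1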
GSTO1 inh: counter-screen for RBBP9 inhibitors: inhibitors of human GSTO1; P78417; recombinant GSTO1, activity-based probe fluorescence polarization; inhibition, % at 5.96 µM; actives 1.1% (n = 300,000);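 active means inhibition above the campaign mean inhibition plus 3 SD, cut at about 35% in these data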;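 further: 0% = GSTO1-1 with DMSO and 100% = wells lacking GSTO1-1 enzyme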
Target sequence (P78417 whole entry, looked up): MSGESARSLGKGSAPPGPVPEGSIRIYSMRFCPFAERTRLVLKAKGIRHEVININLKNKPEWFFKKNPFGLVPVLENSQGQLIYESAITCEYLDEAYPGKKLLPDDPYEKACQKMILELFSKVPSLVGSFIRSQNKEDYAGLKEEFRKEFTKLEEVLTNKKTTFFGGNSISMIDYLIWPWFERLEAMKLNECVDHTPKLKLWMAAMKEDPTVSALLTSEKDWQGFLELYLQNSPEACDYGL
TPT1 inh: C. albicans TPT1 enzyme inhibition. recombinant caTPT1, FP RNA substrate dephosphorylation. inhibition, % at 5 µM. actives 0.81% (n = 300,000). AID 1962;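 active means inhibition above the mean of all tested compounds plus 3 SD, set per screening campaign, cut at about 24% in these data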;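 further: plate controls were DMSO alone for no effect and ferristatin control at 100 nM for full effect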
MCL1 BIM primary: disrupts human MCL1 binding to BIM-BH3 peptide | Q07820 | GST-MCL1 / FITC-Bim-BH3 fluorescence polarization | inhibition, % at 10.9 µM | actives 0.68% (n = 320,000);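 active means inhibition above the mean inhibition of all tested compounds plus 3 SD, set per campaign, cut at about 40% in these data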;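 further: 0% = DMSO wells and 100% = unlabeled Bim-BH3 peptide control; higher means more loss of mP so more displacement of Bim peptide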
Target sequence (Q07820 whole entry, looked up): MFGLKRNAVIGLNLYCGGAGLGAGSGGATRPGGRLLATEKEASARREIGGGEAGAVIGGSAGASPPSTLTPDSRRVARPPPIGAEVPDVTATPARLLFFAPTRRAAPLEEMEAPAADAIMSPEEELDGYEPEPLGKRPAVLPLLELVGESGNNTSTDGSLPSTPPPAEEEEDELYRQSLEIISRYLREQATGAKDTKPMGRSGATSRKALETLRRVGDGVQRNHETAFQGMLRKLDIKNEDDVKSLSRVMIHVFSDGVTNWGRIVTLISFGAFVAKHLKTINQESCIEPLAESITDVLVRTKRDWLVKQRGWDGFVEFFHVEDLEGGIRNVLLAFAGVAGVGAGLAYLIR
* hit, by the source's call; · = not tested or not shown. Only part of the results is shown. The share of hits here may be higher or lower than overall.

SMILES	Fam108B counter	BCLXL inh	PAD4 FP inh	MEX-5 binding	PME-1 primary	GLD-1 RNA inh	GSTO1 inh	TPT1 inh	MCL1 BIM primary
COc1ccc(-n2ncc3c(NCc4cccnc4)ncnc32)cc1	-3	7	-10	-0.1	-7	0	-1	0	4
CC(=O)N1CN(Cc2ccccn2)Cc2c1sc1c2CCCC1	1	14	2	-0.8	-4	3	2	-4	15
CCc1ccc(OCC(=O)c2c(O)c3ccccc3oc2=O)cc1	2	2	-1	1.6	-7	0	0	4	-1
Cc1ccc(NC(=O)CCC(=O)c2cccs2)cc1F	-3	3	-2	-0.7	4	7	-1	-3	4
CNC(=S)N1CCN(C(=O)c2ccco2)CC1	1	1	-3	2.0	4	7	1	5	-3
COc1ccc(CNC(=O)CN(C(=O)c2csnn2)c2cnc3ccccc3c2)cc1	3	7	-3	1.6	0	-3	5	2	10
CN=C1c2c(-c3ccccc3)c3cc(OC)ccc3n2CCN1C	-3	7	3	0.7	3	6	1	-7	7
CS(=O)(=O)c1ccccc1-c1nnc(NC(=O)c2ccco2)o1	1	1	-2	-2.7	5	0	6	1	2
COc1cccc(NC(=O)CSc2nc(=O)n(CCN(C)C)c3c2CCCC3)c1	0	3	2	-1.8	-2	2	1	-1	0
Cc1ccc(S(=O)(=O)N(CCC#N)C2CCCCC2)c2nsnc12	-3	7	2	1.1	-1	5	4	-1	8
CN(C)S(=O)(=O)c1ccc2nc(NC(=O)c3cccs3)sc2c1	-3	8	0	-4.1	6	6	-10	-1	12
O=C(/C=C/c1cccs1)NNC(=O)c1ccccc1	·	2	2	·	-1	-7	·	·	1
CSc1ccc(OC2CCCCC2NS(=O)(=O)c2ccccc2)cc1 (configuration not stated)	-3	1	-1	0.1	3	6	-2	3	-3
COc1ccc2nc(NC(=O)c3cccc(S(=O)(=O)N4CCOCC4)c3)sc2c1	-5	2	-8	-1.8	-4	1	-5	2	1
COc1cccc(NC(=O)c2ccc(Cn3cc([N+](=O)[O-])cn3)o2)c1	-1	6	-3	-0.5	0	8	2	0	-5
O=[N+]([O-])c1ccc(N2CCN(c3ccc(F)cc3)CC2)nc1	-3	4	-2	-1.8	-2	3	1	0	1
O=C(NCc1ccco1)C(=O)NCC1OCCCN1S(=O)(=O)c1ccccc1 (configuration not stated)	-3	6	-4	-2.0	-1	0	2	-2	6
CCc1ccc(CN(C)C(=O)C2CCC(=O)N(Cc3ccccn3)C2)cc1 (configuration not stated)	2	-1	-2	-3.1	-5	0	1	2	-4
C/C(Cl)=C\Cn1c(O)c(N=O)c2ccccc21	-3	0	-2	0.7	-37	-1	3	-2	-6
CCOC(=O)Nc1ccc2c(COC(=O)c3ccccc3O)cc(=O)oc2c1	-8	1	-7	-2.6	-7	-2	-10	2	0
Fc1ccc(-c2nc3ccccn3c2NCc2ccc3c(c2)OCO3)cc1	4	6	-2	-2.7	-2	2	-5	-4	-3
Cc1nnc(NC(=O)c2ccc(Br)o2)s1	-2	3	-4	3.7	-1	10	-10	-2	-3
O=C1/C(=C/c2ccco2)SC(=S)N1C1CCS(=O)(=O)C1 (configuration not stated)	4	30	9	-1.3	2	18	26	3	67*
CN1C(=O)C(=O)/C(=C(/O)c2ccc(Br)cc2)C1c1ccc(Cl)cc1 (configuration not stated)	2	4	1	-1.4	-2	2	2	-3	4
Cc1c(C(=O)NCc2ccccn2)oc2c(Cl)cccc12	·	3	2	·	0	-2	·	·	4

The list continues:
SMILES	Fam108B counter	BCLXL inh	PAD4 FP inh	MEX-5 binding	PME-1 primary	GLD-1 RNA inh	GSTO1 inh	TPT1 inh	MCL1 BIM primary
CCn1c(CNC(=O)Cc2ccc(OC)cc2)n[nH]c1=S	0	1	-2	0.4	4	1	6	0	-3
Cc1c(O)nc2sc3ccccc3n2c1=O	2	9	1	-0.6	5	1	2	-1	8
CCN(CC(=O)Nc1c(F)cccc1F)C(=O)C1CC(=O)N(c2ccc3c(c2)OCCO3)C1 (configuration not stated)	5	4	-4	0.0	3	4	3	-2	0
CC(=O)Nc1ccc(S(=O)(=O)Nc2ccc(=O)n(Cc3ccc(Cl)c(Cl)c3)c2)cc1	0	6	-2	0.7	5	4	5	-2	6
Cc1ccc(F)cc1NC(=O)C1CCCN(c2ncccn2)C1 (configuration not stated)	-1	-4	7	-1.5	4	-7	-7	0	1
CCCCC(=O)N(c1ccc(OCC)cc1)C1C=CS(=O)(=O)C1 (configuration not stated)	4	1	1	0.6	-2	10	2	-1	2
CC(C)(C)C1c2[nH]c3ccccc3c2CCN1Cc1cccc(OCCO)c1 (configuration not stated)	5	6	-1	-3.8	-8	-2	-5	1	12
C=CCN1c2ccccc2[C@]23C[C@@H](C(=O)OC)N(C(=O)c4cccs4)C2=NC(C(=O)OC)=C(C(=O)OC)[C@H]13	-4	4	5	4.2	-6	10	-5	-2	7
CCOP(=O)(O)c1cccc(OCCOCCOc2cccc(P(=O)(O)OCC)c2)c1	-2	4	-2	-2.6	-1	1	-4	-1	1
COc1ccc(NC(=O)c2cc3c(CO)cnc(C)c3oc2=Nc2cc(OC)cc(OC)c2)cc1	-3	2	3	-2.6	0	0	-2	1	2
CCCCC(O)(CCCC)C(=O)NN(C(=O)OCC)c1ccccc1	0	5	4	-1.9	-1	0	-2	4	1
CCNc1ccc(C(=O)OCC)cc1NC(=O)c1cccc(N(C)C)c1	5	-2	0	0.2	3	2	-4	3	3
NC(=O)c1nsc(C(=O)N(c2ccc3c(c2)OCO3)C(C(=O)NCC2CCCO2)c2ccc(F)cc2)c1N (configuration not stated)	-1	4	-5	-2.6	7	-1	13	-1	10
Cc1cc(C(=O)N/N=C/c2c(C)nn(-c3ccccc3)c2C)c(C)o1	2	0	1	1.3	-4	0	0	0	-2
COc1cc2ccccc2cc1C(=O)N(CCN(C)C)c1nc2c(F)cccc2s1	-1	3	-6	0.5	-9	7	1	-3	0
O=C(/C(=C/c1cccnc1)n1ccnc1)c1ccc(Cl)cc1Cl	0	5	0	-2.3	-4	4	14	-2	4
CC(C)Cc1nc2ccccc2n1CCc1ccccc1	2	3	1	-1.4	-4	0	3	0	13
Cc1cc(C(=O)OCC(N)=O)c(C)n1-c1ccccc1	0	1	-6	1.6	-6	2	13	1	3
OC(COc1ccc(F)cc1)CN1CCN(CC(O)COc2ccc(F)cc2)CC1 (configuration not stated)	11	2	1	-0.5	-1	0	-5	-6	7
O=C(NC(=S)Nc1cccc(C(F)(F)F)c1)c1csnn1	-2	4	-3	2.2	-7	-2	2	0	11
COc1cc(/C=N/OCC(=O)NC2CCCCC2)ccc1OCc1ccccc1	0	0	-6	-1.6	-3	0	-5	1	4
CN(C)CCNC(=O)/C(=C/c1ccc(-c2ccc(Cl)cc2)o1)NC(=O)c1ccccc1	3	-12	0	0.1	6	-31	5	41*	-36
Cc1c(C(=O)N2CCN(C(=O)c3ccco3)CC2)sc2nc(-c3ccc(F)cc3)cn12	3	3	3	0.4	0	-2	3	2	-2
CCN(CC)c1ccc(CNc2nc3ccccc3n2C)cc1	-3	1	-2	0.9	0	-7	14	1	4
COC(=O)c1ccc(Nc2nc(N3CCOCC3)nc(N3CCOCC3)n2)cc1	3	2	-2	-2.5	-8	6	-4	0	3

Looked up one by one from the list above:
SMILES	Fam108B counter	BCLXL inh	PAD4 FP inh	MEX-5 binding	PME-1 primary	GLD-1 RNA inh	GSTO1 inh	TPT1 inh	MCL1 BIM primary
Cc1cc(C(=O)OCC(N)=O)c(C)n1-c1ccccc1	0	1	-6	1.6	-6	2	13	1	3
CCOP(=O)(O)c1cccc(OCCOCCOc2cccc(P(=O)(O)OCC)c2)c1	-2	4	-2	-2.6	-1	1	-4	-1	1

Continued:
SMILES	Fam108B counter	BCLXL inh	PAD4 FP inh	MEX-5 binding	PME-1 primary	GLD-1 RNA inh	GSTO1 inh	TPT1 inh	MCL1 BIM primary
CC1=C(C(=O)OCc2ccccc2)C(c2cccs2)N2C(=O)CCSC2=N1 (configuration not stated)	-2	9	2	2.5	-3	-4	2	-2	5
O=C1NC(=S)S/C1=C\c1cc2ccccc2nc1N1CCCCC1	-5	-6	-3	-2.3	3	3	-10	2	-9
CCOC(=O)c1ccc(NC(=S)NNC(=O)C2(C)CC2(Cl)Cl)cc1 (configuration not stated)	3	8	-1	-2.5	3	5	-15	0	3
CSc1ccc(NC(N)=S)cc1	0	-1	-6	1.2	3	0	3	2	3
COC(=O)c1ccc(N2NC(=O)/C(=C/c3cc(OC)c(O)c(OC)c3)C2=O)cc1	1	-87	0	6.0	-6	-33	37*	103*	-131
C[C@H](NC(=O)c1ccccc1Cl)C(=O)OCCOc1ccc(Cl)cc1	0	4	-1	-0.7	4	-2	2	-2	-4
COC(=O)/C(C#N)=C/c1c(N2CCN(c3ccccc3)CC2)nc2ccccn2c1=O	-2	5	-1	1.5	8	1	6	5	0
Clc1ccc(-c2nc3ccncc3[nH]2)cc1	-2	3	14	0.1	-9	11	5	1	3
CC1CC(=O)NN=C1c1ccc(N)c([N+](=O)[O-])c1 (configuration not stated)	-8	-4	4	3.6	-5	3	-3	1	-8
Cc1cccc(NC(=S)NC(C)CCc2ccccc2)c1 (configuration not stated)	4	-1	2	-0.2	6	6	1	4	8
Cc1ccc(C)c(OC(C)C(=O)Nc2ccc(S(=O)(=O)Nc3nccs3)cc2)c1 (configuration not stated)	3	6	5	-1.2	-5	-1	6	2	9
O=c1c2ccccc2c(C=NC2CCS(=O)(=O)C2)c(O)n1-c1ccccc1 (configuration not stated)	-5	-2	2	-3.0	-1	4	-2	-1	6
Cc1cccc(-c2noc(CN(C(=O)c3ccc4c(c3)OCO4)C(C)C)n2)c1	0	2	2	0.2	0	9	-1	-4	-1
CCCCN(C(=O)CC1OC(=O)c2ccccc21)c1c(N)n(CCCC)c(=O)[nH]c1=O (configuration not stated)	-4	-11	4	-0.7	-1	3	2	-2	-13
Cc1ccc(C(=O)OCCN(C)Cc2ccccc2)cc1	1	8	3	1.8	1	-7	1	-4	5
COC(=O)c1ccc(NC(=O)C2CC3CCC2C3)cc1 (configuration not stated)	2	-2	-4	-1.7	2	0	0	2	6
CCSc1nnc(NC(=O)c2cccc(S(=O)(=O)N(C)c3ccc(C)cc3)c2)s1	5	2	-2	-5.8	-1	-9	-32	-1	2
CSc1nnc(Cc2ccc3c(c2)OCO3)o1	-3	7	2	-2.0	1	-5	4	-4	6
COc1cc(Br)c(-c2sc(Nc3ccccc3)n[n+]2-c2ccc(F)cc2)cc1OC	0	4	-2	-1.9	7	9	1	-1	7
CCN(CC)c1ccc(NC(=O)c2ccccc2F)cc1	2	-4	2	4.0	-2	0	-4	-3	-3
O=C(CCc1nc2ccccc2c(=O)[nH]1)NCCN1C(=O)S/C(=C\c2ccccc2Cl)C1=O	0	6	3	1.1	-3	3	4	0	7
COc1cccc(-c2noc(C3CCCN(C(=O)c4ccc(F)cc4F)C3)n2)c1 (configuration not stated)	3	7	-2	-0.5	11	4	5	-3	0
COCCn1c(SCc2nnc(-c3ccc(OC)c(OC)c3)o2)nnc1-c1ccncc1	3	1	-1	-0.7	3	0	6	1	5
CN1C(=O)NC(NC(=O)c2ccco2)(C(F)(F)F)C1=O (configuration not stated)	-4	-3	-1	2.2	3	-2	3	5	-2
COC(=O)C1=CO[C@@H](O[C@@H]2OC(CO)[C@@H](O)[C@@H](O)[C@@H]2O)C2C1CC[C@]2(C)O (some centres not stated)	-1	4	1	-0.3	-3	2	-1	-1	-3
